High-throughput results deposited in PubChem BioAssay by several laboratories.
phage Ecoli inh = growth loss of phage-infected E. coli, primary screen, RecBCD inhibitor project, absorbance, with phage, HTS; AID 651602, 2012; 360,000 compounds, 0.26% hits; inhibition, % at 11.9 µM; in the data active = inhibition above about 11%
Ecoli viability = E. coli V3065 growth inhibition, primary screen, counter-screen for AddAB inhibitor project, absorbance, OD600; 18 h; inhibition, % at 11.9 µM; 330,000 compounds, 0.27% hits;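 active = inhibition above the campaign's mean inhibition across all tested compounds plus 3 SD, cut at about 9.9% in these data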;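 note: uninfected addAB+ strain grown without phage in ampicillin broth; 0% = DMSO wells and 100% = ciprofloxacin 0.95 µg/ml wells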
PKA-R2B activ = activators of PKA-R2B holoenzyme, primary screen, biochemical, fluorescence polarization, Cy5-IP20, human; cAMP-dependent protein kinase catalytic subunit beta (Homo sapiens) + cAMP-dependent …; PKA-R2B holoenzyme dissociation; R2B truncated from residue 108, S112A mutant; 0% DMSO only, 100% 113 µM cGMP; activation, % at 11.4 µM; 340,000 compounds, 0.079% hits;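 active = activation above a cutoff set at the mean over all compounds plus 3 SD, cut at about 18% in these data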;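 note: higher means more holoenzyme dissociation and a rise in polarization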
Target sequence (P31323 whole entry, looked up, other chains not shown, the tested form may be a part): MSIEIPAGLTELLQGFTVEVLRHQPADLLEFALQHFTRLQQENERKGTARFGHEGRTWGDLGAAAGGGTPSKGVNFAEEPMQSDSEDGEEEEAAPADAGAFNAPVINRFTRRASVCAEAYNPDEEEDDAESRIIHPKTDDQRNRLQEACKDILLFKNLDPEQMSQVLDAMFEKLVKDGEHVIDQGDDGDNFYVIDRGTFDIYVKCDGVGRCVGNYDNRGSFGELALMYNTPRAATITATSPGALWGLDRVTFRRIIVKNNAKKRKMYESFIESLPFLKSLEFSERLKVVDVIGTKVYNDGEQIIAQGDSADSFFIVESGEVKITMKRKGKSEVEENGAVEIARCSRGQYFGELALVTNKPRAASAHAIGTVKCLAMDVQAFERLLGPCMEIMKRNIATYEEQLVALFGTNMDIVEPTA
PKA-R1A activ = activators of PKA-R1A holoenzyme, primary screen, biochemical, fluorescence polarization, Cy5-IP20, bovine R1A, mouse PKAc | PKA-R1A dissociation; scaled: DMSO 0%, 113 µM cGMP 100% | activation, % at 11.4 µM | 340,000 compounds, 0.083% hits | AID 504707, 2011;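 active = percent activation above the mean of all tested compounds plus 3 SD, cut at about 19% in these data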;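 note: higher means more PKAc released from R1A so a rise in polarization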
OPRM1-OPRD1 ag = agonists of OPRM1-OPRD1 heterodimerization, primary screen, cell-based, luminescence; Mu-type opioid receptor (Homo sapiens) + Delta-type opioid receptor (Homo sapiens), …; cells; activation, % at 9.3 µM; 340,000 compounds, 0.3% hits; AID 504326, 2011; in the data active = activation above about 18%;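 note: 0% = vehicle-treated cells and 100% = reference agonist; values of inactives mirror those of a sister screen read the other way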
PfHsp90 set2 = growth inhibition of PfHsp90-expressing yeast, primary screen, antimalarial PfHsp90 inhibitor project, S. cerevisiae, BacTiter-Glo luminescence, single point, set 2. AID 504621, 2011. inhibition, % at 9.4 µM. 310,000 compounds, 0.32% hits. BacTiter-Glo ATP, 48 h; yeast lacking PDR1 and PDR3 efflux regulators;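 active = every replicate shows inhibition above about 80%, whatever the replicate mean, limit read from the data; inconclusive = mean inhibition reaches the set limit but some replicate falls short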;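 note: 0% = DMSO neutral controls and 100% = 20 µM radicicol positive controls; yeast relying on Plasmodium falciparum Hsp90 in place of its own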
Tat transport = E. coli Tat export inhibitors, primary screen, MC4100, TorA-mCherry reporter, fluorescence, single point | inhibition, % at 10 µM | 340,000 compounds, 0.036% hits | AID 488895, 2010;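 active = mean replicate inhibition at least 50% and at least half of replicates individually reaching 50%; inconclusive = only one of the two criteria met; inactive = neither criterion met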;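 note: exported cargo escapes ClpAP degradation while cytoplasmic cargo is degraded and loses fluorescence; 0% = median of neutral control wells and 100% = median of NaSCN control wells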
SUMO Mot1 rescue = yeast Mot1-301 growth rescue at high temperature, primary screen, SUMOylation pathway inhibitor project, S. cerevisiae, ATP luminescence, 38.5C | S. cerevisiae Mot1-301 growth rescue; percent above DMSO median, 100 means doubled | growth rescue, % at 18.8 µM | 320,000 compounds, 1% hits | AID 2716, 2010;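 active = every valid replicate shows activation above 250% relative to neutral control wells; inactive = the rest, any valid replicate at or below 250%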;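 note: OY570 slx delta 5 strain wells were the positive control but not used for scaling; some compounds called inactive have numbers as strong as hits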
HTR5A inv ag = HTR5A inverse agonists in luminescence cell assay, primary screen, counter-screen for OPRM1-OPRD1 heterodimer inverse agonist project, full-deck HTS | HTR5A cell line, inverse agonism | AID 504634, 2011 | inhibition, % at 9.3 µM | 340,000 compounds, 0.083% hits; in the data active = inhibition mostly above about 23%, no sharp cut-off; inactive = mostly below about 18%;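 note: 0% = cells with DMSO and 100% = no-cell wells with DMSO; some compounds called inactive have numbers as strong as hits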
Target sequence (P47898 whole entry, looked up): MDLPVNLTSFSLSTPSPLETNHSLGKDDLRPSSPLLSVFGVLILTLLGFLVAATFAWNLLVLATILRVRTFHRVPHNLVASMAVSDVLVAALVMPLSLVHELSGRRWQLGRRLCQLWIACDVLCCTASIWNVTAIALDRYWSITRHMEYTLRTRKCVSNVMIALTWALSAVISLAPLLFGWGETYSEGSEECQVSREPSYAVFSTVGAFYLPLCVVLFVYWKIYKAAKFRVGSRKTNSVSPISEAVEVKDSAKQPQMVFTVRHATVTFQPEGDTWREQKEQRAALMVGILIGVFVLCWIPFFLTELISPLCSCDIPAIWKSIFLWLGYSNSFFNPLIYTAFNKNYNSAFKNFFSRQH
OPRM1-OPRD1 inv = inverse agonists of MOR-DOR heterodimerization, primary screen, cell-based, luminescence. Mu-type opioid receptor (Homo sapiens) + Delta-type opioid receptor (Homo sapiens), …. cell-based MOR-DOR heterodimer luminescence, inverse agonism. inhibition, % at 9.3 µM. 340,000 compounds, 0.21% hits; in the data active = inhibition above about 22%, passing the limit was not always enough;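 note: 0% = cells with DMSO and 100% = wells without cells with DMSO; values of inactives mirror those of a sister screen read the other way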
AddAB inh = growth inhibition of E. coli expressing H. pylori AddAB, primary screen, AddAB inhibitor project, absorbance; inhibition, % at 11.9 µM; 330,000 compounds, 0.29% hits; AID 435030, 2010; in the data active = inhibition above about 12%;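 note: 0% = vehicle wells of infected cells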
Starred values were filed as active, the others as inactive; ? = inconclusive; . = no result given.

Fields – phage Ecoli inh	Ecoli viability	PKA-R2B activ	PKA-R1A activ	OPRM1-OPRD1 ag	PfHsp90 set2	Tat transport	SUMO Mot1 rescue	HTR5A inv ag	OPRM1-OPRD1 inv	AddAB inh
> O=S1(=O)CCOCCCN1Cc1ccccc1F
→ 1.3	3.4	0	-10	5.3	6	0	-28	1	-29	3.7
> O=C1c2cccc3c([N+](=O)[O-])ccc(c23)C(=O)N1c1ccc(Cl)cn1
→ 0.9	-0.6	-1	-5	3.2	4	-3	160	5	-17	-0.2
> CNC(=S)NNc1nc(-c2ccccc2)c2cc(Cl)ccc2n1
→ -2.8	3.1	0	2	-2.5	-9	4	118	-19	13	2.5
> Cc1cccc(Cn2c(C)nc3ccc([N+](=O)[O-])cc3c2=O)c1
→ 2.6	1.3	9	-2	-2.6	-5	-3	-10	9	12	4.3
> CCc1ccc(C2c3[nH]c4ccccc4c3CCN2C(=O)c2cc(C)nn2C)cc1 (stereo unspecified)
→ 3.1	-1.8	-1	-9	1.8	-8	6	11	-11	-13	-0.7
> COc1ccc(NC2CC(=O)N(c3cccc([N+](=O)[O-])c3)C2=O)cc1 (stereo unspecified)
→ 2.0	-2.7	-5	-7	-2.1	.	1	4	-7	10	4.6
> Cc1csc(SCC(=O)N(C)CC(=O)Nc2ccccc2Cl)n1
→ 3.2	-1.6	7	-5	-1.7	-40	4	12	5	11	-1.7
> O=C(NCCc1c[nH]c2ccccc12)c1cc(Cl)c2c(c1)OCO2
→ 0.8	2.0	0	1	-2.5	26	-6	5	-21	16	-0.7
> O=C(O)CCCN=C1NC2(CCCC2)Cc2ccccc21
→ -1.5	0.9	-7	0	-3.6	.	-14	-1	11	18	2.2
> COc1ccc(CC(=O)OC(C)C(=O)Nc2c(C)n(C)n(-c3ccccc3)c2=O)cc1OC (stereo unspecified)
→ 2.3	1.7	0	2	-2.9	0	2	6	4	11	0.0
> c1ccc2c(N3CCCCC3)nc(N3CCOCC3)nc2c1
→ 0.0	-2.5	-8	-4	2.4	3	10	38	11	-11	-1.5
> CN(CC(=O)NCCc1ccccc1)CC(=O)Nc1cccc(F)c1
→ 3.9	0.9	-6	-6	-0.8	4	-1	-8	14	3	1.0
> Cc1ccc(C2(C)NC(=O)N(CC(=O)N3CCN(S(=O)(=O)c4cccc([N+](=O)[O-])c4)CC3)C2=O)cc1 (stereo unspecified)
→ 0.1	-2.2	-4	0	0.8	10	-8	-14	8	-3	-0.2
> CCC(=O)N(Cc1cc2cc(OC)ccc2[nH]c1=O)c1cc(C)ccc1C
→ 0.8	-0.6	-11	-11	-2.6	15	6	-6	-24	16	1.9
> CCOc1cc(CNCCO)cc(Br)c1OCc1ccccc1Cl
→ 2.8	-2.6	-4	2	10	13	-2	18	1	-56	2.9
> C/C(=N/NC(=O)CSCc1ccc(Cl)cc1)c1cccc(NC(=O)c2ccccc2)c1
→ 1.7	-2.5	-9	4	1.9	5	-3	10	-8	-12	0.0
> CC(C)(C)c1ccc(S(=O)(=O)N2CCCCC2)cc1
→ 3.2	0.2	-10	-13	9.2	28	-1	1	-22	-49	5.2
> O=C(CN1CCCCC1)Nc1ccc(S(=O)(=O)c2ccc(NC(=O)CN3CCCCC3)cc2)cc1
→ 2.4	.	-4	-10	-2.6	20	2	.	-5	13	.
> Cc1nc(Cc2nnc(SCC(=O)N3CCN(c4ccc(F)cc4)CC3)o2)cs1
→ 2.5	0.2	-6	-3	1.2	6	-2	-12	-23	-5	0.3
> O=C(CSc1ncc(C(F)(F)F)cc1Cl)N1CCN(S(=O)(=O)c2ccc(Cl)cc2)CC1
→ 2.0	-0.6	-8	0	2.2	-24	1	-9	-4	-12	2.0
> CCOc1cc(Br)c(C=O)cc1OCC
→ 4.0	0.3	5	2	0.0	9	2	-2	-11	0	-0.8
> COc1ccc(NS(=O)(=O)c2cccc(C(=O)NCc3ccccc3CN3CCOCC3)c2)cc1
→ 0.5	.	2	-3	-3.0	.	-5	.	-3	12	.
> N#C/C(=C\c1ccccc1)c1nc2ncccc2[nH]1
→ -0.1	-2.6	7	-15	-1.3	.	-2	18	20	6	1.0
> CC(=O)c1cc(-c2ccc(F)cc2)n(CCC(=O)Nc2cc(C)[nH]n2)c1C
→ 3.0	-2.5	0	-6	-1.8	3	3	931	2	8	0.0
> CC(=O)N1c2c(cc(Br)cc2S(=O)(=O)N2CCCCC2)CC1C (stereo unspecified)
→ 2.6	-1.7	6	-5	0.2	-3	-3	7	5	-1	2.5
> S=c1[nH]nc(-c2cnccn2)n1-c1ccccc1
→ 1.4	-1.2	0	-2	-1.0	0	-3	1	10	6	-3.4
> Cc1occc1C(=O)Nc1ccc(S(=O)(=O)N2CCCC2)cc1
→ 3.8	0.8	2	1	-1.8	.	-10	-9	13	10	2.3
> O=C(CCNC(=O)C1CCN(S(=O)(=O)c2ccc(F)cc2)CC1)NCc1cccc(Cl)c1
→ -1.8	1.5	-21	4	0.9	12	1	-4	6	-5	2.0
> CC(C)(C)c1ccc2c(c1)N(CC(=O)N1CCCC1)C(=O)CO2
→ -1.8	-1.4	5	-17	-3.0	16	-4	-14	4	14	3.0
> CCOc1nc(Oc2cccc(C(=O)O)c2)nc(Oc2cccc(C(=O)O)c2)n1
→ 4.2	-2.3	-9	-11	-4.3	-15	-2	3	1	19	2.1
> COc1ccc(C(=O)N2CCC(C(=O)NCc3ccccn3)CC2)cc1
→ 2.8	1.4	-1	0	-0.9	7	-9	-9	4	5	1.4
> O=C1N/C(=C\c2ccccc2)c2ccccc21
→ 2.9	-0.5	-9	-3	-1.0	.	0	35	2	6	-0.3
> COCC(C)n1c(SCC(=O)NC(=O)Nc2ccc3c(c2)OCCO3)nc2ccccc2c1=O (stereo unspecified)
→ 0.8	-1.1	6	-7	-2.4	1	-2	1	-8	14	3.4
> CC(C)CN(CCCNC(=O)CN1C(=O)COc2ccc(S(=O)(=O)N3CCOCC3)cc21)CC(C)C
→ 2.1	-0.8	2	4	0.3	-5	-4	2	-19	-2	2.4
> COc1ccc(C2C(C(N)=O)=C(C)Nc3nc(CCCO)nn32)cc1 (stereo unspecified)
→ -3.0	3.2	-4	-7	-2.7	7	-7	136	-5	12	0.0
> Cc1c(NC(=O)CSc2n[nH]c(-c3ccccc3)n2)c(=O)n(-c2ccccc2)n1C
→ 2.2	-2.5	-8	-2	-0.1	17	-9	-3	18	1	-0.9
> N#CCCN(Cc1cccnc1)C(=S)NC(=O)c1ccco1
→ 1.9	4.7	3	-9	-2.0	-26	-9	-3	23	10	4.0
> CCOC(=O)c1c(NC(=O)CNCCOC)sc2c1CCCC2
→ 1.6	-1.6	14	1	1.1	5	-4	-2	-17	-6	-1.0
> CC(C)C[C@@H](CNCC(=O)[C@H](Cc1c[nH]c2ccccc12)NC(=O)c1[nH]cnc1C(=O)N[C@@H](C)CN)NC(=O)c1nc[nH]c1C(=O)N[C@@H](C)C(=O)O
→ 4.9	.	-3	-13	-2.1	21	9	.	-3	10	.
> Cc1cc(C)cc(NC(=O)c2cc(Cl)sc2Cl)c1
→ 2.0	0.7	-9	-26	6.6	20	1	-7	0	-34	2.8
> N=c1ccn(Cc2c(Cl)cccc2Cl)cc1
→ 4.7	2.0	-5	-3	-2.5	-5	1	-7	16	12	4.5
> CC1=NNC(=O)C1Oc1ccccc1 (stereo unspecified)
→ 1.1	2.4	-8	-13	-2.9	6	5	1	-1	14	-1.7
> CCOc1cccc(-c2c(C(=O)N/N=C(\C)c3ccccn3)nnn2-c2nonc2N)c1
→ 0.0	-2.9	-9	-14	-1.4	4	5	31	7	8	1.0
> O=C(/C=C/c1ccc2c(c1)OCO2)Nc1nc(-c2ccccc2)cs1
→ 1.9	-0.6	-10	-5	2.1	-13	-7	6	-26	-12	3.2
> CCC(C)c1ccc(OCC(=O)NNC(=O)C2CCCCC2)cc1 (stereo unspecified)
→ 1.1	-4.4	-6	-4	0.1	2	-4	-10	-11	-1	4.3
> COc1ccccc1N1C(=O)N(CC(=O)C(C)(C)C)c2ccccc2S1(=O)=O
→ 2.3	0.0	-3	-3	-2.9	8	-4	421	-3	13	0.2
> CCn1c(Cc2c(C)[nH]c3ccccc23)n[nH]c1=S
→ 0.0	-6.0	-3	-1	-3.2	1	7	2	5	19	4.4
> O=S(=O)(c1ccc(F)cc1)c1nc(-c2ccccc2F)oc1N1CCCCC1
→ 1.5	1.3	-4	5	0.0	-16	11	-16	22	0	1.9
> O=C(Nc1ccc(F)cc1)N1CCCN(c2ccc(C(F)(F)F)cn2)CC1
→ -0.8	0.7	.	.	.	-4	3	-7	.	.	4.0
> CCCn1nc(C(=O)Nc2cc(OCC)c(N3CCOCC3)cc2OCC)c2ccccc2c1=O
→ 5.5	.	-6	-5	0.1	-28	-9	.	6	-1	.

Following part:
Fields – phage Ecoli inh	Ecoli viability	PKA-R2B activ	PKA-R1A activ	OPRM1-OPRD1 ag	PfHsp90 set2	Tat transport	SUMO Mot1 rescue	HTR5A inv ag	OPRM1-OPRD1 inv	AddAB inh
> O=C(Nc1ccc([N+](=O)[O-])c(NC(=O)C2CCCO2)c1)C1CCCO1 (stereo unspecified)
→ 0.4	1.2	-2	-6	-0.8	13	-2	15	-3	4	2.5
> CCOC(=O)C1(CC)CC(CSc2nc3ccccc3[nH]2)OC1=O (stereo unspecified)
→ -2.2	-2.4	7	6	-3.2	-3	0	5	4	14	1.7
> O=c1c2ccccc2nc(-c2ccc(Cl)c(Cl)c2)n1O
→ 0.2	2.6	4	-7	-1.0	-16	-1	323	-9	5	3.0
> Cc1cc(Nc2cc(F)ccc2C)n2ncnc2n1
→ 3.9	3.1	-6	-4	-2.3	1	11	-5	7	12	3.2
> CN(CCCNC(=O)c1cc2c(=O)[nH]c3ccccc3c2n1C)Cc1ccccc1
→ 3.4	1.4	7	8	0.1	-22	-4	-7	-5	-1	5.6
> COc1ccc(OC)c(CN(CCCN2CCOCC2)S(=O)(=O)c2ccc(NC(C)=O)cc2)c1
→ 1.3	-1.3	9	-17	-1.5	-4	-7	107	-18	9	-3.2
> Cc1cccc2c1cnn2C(=O)CCC(=O)N1CC(C)CC(C)C1 (stereo unspecified)
→ 0.6	1.3	-8	4	0.3	10	?	13	-10	-2	-0.2
> COc1ccc(NC(=O)CNc2cc(C)ccc2C)cc1S(=O)(=O)N1CCOCC1
→ -1.9	-1.4	-1	2	3.0	-15	1	.	-4	-13	1.1
